SIAE primary = human SIAE inhibitors, primary screen, biochemical, fluorescence polarization, FP-Rh probe, 1536-well HTS. Sialate O-acetylesterase (Homo sapiens), Q9HAT2. SIAE FP-Rh probe binding. inhibition, % at 9.66 µM. actives 0.69% (n = 370,000);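 active = inhibition above a cutoff: mean of compounds within the control limits plus 3 SD of those, cut at about 17% in these data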;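 note: 0% = plate median of compound wells and 100% = probe without SIAE protein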
rCAG RNA binder = binders of r(CAG) RNA repeats, primary screen, biochemical, fluorescence. inhibition, % at 3 µM. r(CAG) RNA repeat, TO-PRO-1 dye displacement fluorescence. AID 651821, 2012. actives 1.3% (n = 370,000);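 active = inhibition above the plate cutoff, the mean of all test compounds on that plate plus 3 SD, cut at about 35% in these data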;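 note: 0% = DMSO alone and 100% = 100 µM mitoxantrone as full dye displacement; higher means more dye released from RNA so lower well fluorescence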
TCR CD3 inh = inhibitors of human TCR-CD3 interaction, primary screen, biochemical, fluorescence, TAMRA-labeled TCR probe; inhibition, % at 9.4 µM; AID 651800, 2012; actives 0.37% (n = 360,000); in the data active = inhibition above about 19%;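 note: recombinant mutant TCR 2C K166C tagged with TAMRA read by polarization; 0% = receptor in buffer alone and 100% = receptor with positive control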
PG9 binder = binders of HIV-1 gp120 antibody PG9, primary screen, biochemical, TR-FRET; HIV-1 gp120 / PG9 antibody interaction; TR-FRET gp120-PG9 antibody binding; inhibition, % at 6.7 µM; actives 0.43% (n = 360,000); in the data active = inhibition above about 8.5%
PRMT1 inh = PRMT1 methyltransferase inhibitors, primary screen, biochemical, fluorescence polarization. recombinant PRMT1, activity-based probe fluorescence polarization. actives 1.3% (n = 370,000). inhibition, % at 2.79 µM. Protein arginine N-methyltransferase 1 (Homo sapiens), Q99873;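 active = inhibition above about 21% made by adding two undisclosed values, limit read from the data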
Target sequence (Q99873 whole entry, looked up): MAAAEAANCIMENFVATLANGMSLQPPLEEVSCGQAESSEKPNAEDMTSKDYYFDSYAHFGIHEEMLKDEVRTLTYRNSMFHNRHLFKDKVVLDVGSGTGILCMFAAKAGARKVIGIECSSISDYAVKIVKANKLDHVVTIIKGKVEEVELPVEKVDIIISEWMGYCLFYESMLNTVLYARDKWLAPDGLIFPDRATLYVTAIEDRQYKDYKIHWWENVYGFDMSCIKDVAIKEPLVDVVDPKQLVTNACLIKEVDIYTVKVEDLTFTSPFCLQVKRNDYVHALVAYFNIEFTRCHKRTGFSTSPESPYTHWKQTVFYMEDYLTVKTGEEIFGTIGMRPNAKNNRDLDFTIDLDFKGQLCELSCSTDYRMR
ABHD4 inh = ABHD4 inhibitors, primary screen, biochemical, fluorescence polarization, mouse | actives 0.54% (n = 370,000) | inhibition, % at 8.92 µM | purified mABHD4, FP-Rh probe fluorescence polarization | (Lyso)-N-acylphosphatidylethanolamine lipase (Mus musculus), Q8VD66;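 active = inhibition exceeding the mean over every tested compound plus 3 SD, cut at about 30% in these data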;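 note: 0% = plate median of compound wells and 100% = S159A mutant with DMSO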
Target sequence (Q8VD66 whole entry, looked up): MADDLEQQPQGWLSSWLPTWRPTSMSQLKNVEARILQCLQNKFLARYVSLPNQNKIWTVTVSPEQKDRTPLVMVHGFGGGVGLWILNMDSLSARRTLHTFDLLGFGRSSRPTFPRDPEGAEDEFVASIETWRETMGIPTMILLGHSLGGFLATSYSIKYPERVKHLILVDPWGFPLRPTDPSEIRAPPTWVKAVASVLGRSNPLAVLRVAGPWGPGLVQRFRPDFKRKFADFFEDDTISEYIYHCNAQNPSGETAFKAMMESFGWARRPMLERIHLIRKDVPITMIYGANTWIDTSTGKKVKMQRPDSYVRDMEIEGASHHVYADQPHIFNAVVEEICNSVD
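Doses – 8.92 µM, single dose · Material – wild-type mouse ABHD4 protein · Replication – single well per compound (singlicate) · Measure – percent inhibition of probe binding, normalized to plate controls · Schedule – 45 min compound pre-incubation plus 60 min probe step, 25 °C · Detection – fluorescence polarization with parallel and perpendicular emission, 525/598 nm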
TDP2 absorb = human TDP2 enzyme inhibitors, primary screen, biochemical, epi absorbance, recombinant enzyme. Tyrosyl-DNA phosphodiesterase 2 (Homo sapiens), O95551. T5PNP hydrolysis, p-nitrophenol absorbance 415 nm. inhibition, % at 12.8 µM. actives 0.34% (n = 370,000). AID 720702, 2013;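 active = inhibition above the mean of all tested compounds plus 3 SD, set per campaign, cut at about 25% in these data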;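 note: 0% = DMSO with enzyme and 100% = buffer with substrate but no TDP2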
Target sequence (O95551 whole entry, looked up): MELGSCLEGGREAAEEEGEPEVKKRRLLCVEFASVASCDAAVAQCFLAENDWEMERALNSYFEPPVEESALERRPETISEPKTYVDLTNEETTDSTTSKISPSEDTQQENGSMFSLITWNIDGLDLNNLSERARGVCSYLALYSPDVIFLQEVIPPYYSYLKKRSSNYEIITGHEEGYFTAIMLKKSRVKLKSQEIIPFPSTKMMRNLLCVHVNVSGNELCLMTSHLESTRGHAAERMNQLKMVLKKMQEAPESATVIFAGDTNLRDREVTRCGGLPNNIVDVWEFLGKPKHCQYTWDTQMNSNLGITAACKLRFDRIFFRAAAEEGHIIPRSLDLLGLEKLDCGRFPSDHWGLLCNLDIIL
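Assay system: recombinant human TDP2 / Reagent: T5PNP substrate at 5 mM, a TopII-DNA adduct mimic / Measured by: epi absorbance from released p-nitrophenol / Evaluation: % inhibition relative to enzyme-containing and enzyme-free wells / Control set: enzyme-free and DMSO wells / Replicates: each compound tested once, singlicate / Schedule: enzyme reaction with compound for 2 h at 37 °C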
LEDGF integ inh = blockers of LEDGF/p75-dependent integrase strand transfer – biochemical, TR-FRET, high throughput, primary screen; HIV-1 integrase (with human LEDGF/p75); actives 0.64% (n = 370,000); inhibition, % at 3.7 µM; TR-FRET IN-LEDGF/p75 DNA integration, Eu/Cy5;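 active = inhibition above the screen-wide mean plus 3 SD, cut at about 13% in these data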;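 note: signal is the Cy5 over europium emission ratio at 671 and 618 nm; 0% = plate median of compound wells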
HTRA1 inhibitor = HTRA1 serine protease inhibitors, primary screen, biochemical, fluorescence polarization, HTS; Q92743; recombinant HTRA1, FP-rhodamine activity-based probe; inhibition, % at 5.96 µM; actives 0.5% (n = 340,000); AID 504803, 2011; in the data active = inhibition above about 36%;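 note: 0% = enzyme with DMSO and 100% = wells lacking enzyme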
Rev-erbA mod = modulators of Rev-erb alpha DNA binding, primary screen, biochemical, FITC-DNA, fluorescence polarization, uHTS; Nuclear receptor subfamily 1 group D member 1 (Homo sapiens), P20393; Rev-erbα–FITC-DNA binding, 90 min; actives 0.79% (n = 370,000); AID 1259318, 2017; activity, % at 10 µM;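 active = activity above about 14%, limit read from the data; passing the limit was not always enough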;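 note: 0% = DMSO wells with 35 nM protein and 100% = DMSO wells with 750 nM protein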
An asterisk follows results filed as active; nt = no result given.

SMILES	SIAE primary	rCAG RNA binder	TCR CD3 inh	PG9 binder	PRMT1 inh	ABHD4 inh	TDP2 absorb	LEDGF integ inh	HTRA1 inhibitor	Rev-erbA mod
COc1ccc(CNC(=O)C(=O)NCc2cccnc2)cc1	-4	-2	0	1.8	-3	6	3	-5	-1	10
O=C(C=C1NCCN1)c1ccccc1	4	-1	1	-2.9	-2	2	5	4	nt	6
NS(=O)(=O)c1ccc(NC(=S)NC(=O)c2ccc(Br)o2)cc1	2	-1	4	-3.5	-2	-1	4	0	-5	-4
O=C(CCCCCCN1C(=O)c2ccccc2C1=O)NC1CCCCC1	9	-3	-1	0.5	0	4	1	-3	9	-4
O=C(OCc1nc2ccccc2[nH]1)C1CCCCC1	1	-3	-3	-1.4	-2	-7	3	4	-3	0
c1cncc(-c2nnc(-c3cccs3)o2)c1	3	-2	-2	-1.6	-2	-4	7	2	8	0
CCCCNC(=O)C(=O)NCCCn1ccnc1	1	0	0	2.5	-2	4	11	4	11	-1
Cc1ccoc1C(=O)N1CCCC(CO)(Cc2ccc(F)cc2)C1 (stereo not given)	-3	-6	9	-0.5	-1	-3	-3	0	7	0
COc1cccc(C(=O)C(C#N)=C(SC)SC)c1	0	0	3	-1.7	3	1	0	-4	-1	2
CCN(CC)S(=O)(=O)c1ccc(NC(=O)COc2c(OC)cccc2OC)cc1	3	-5	0	-0.5	-2	7	-15	0	-17	-4
CC1=C(C(=O)N2CCOCC2)CC(CC(=O)NCCc2ccccn2)C(=O)N1CCCN1CCCC1=O (stereo not given)	1	2	-7	1.0	-1	1	-2	1	nt	0
Cc1cc(C)cc(SCc2noc(C(=O)NCCCN3CCOCC3)c2C(=O)NCCCN2CCOCC2)c1	8	-9	3	-0.5	-4	0	12	1	0	2
O=[N+]([O-])c1ccccc1CN1CCN(c2ncccn2)CC1	2	3	4	-1.2	0	-1	-10	0	2	3
COc1ccc(OC)c(CNC(=O)CCc2nc(-c3cccs3)no2)c1	-1	2	1	-0.3	-6	-5	-11	4	-3	9
O=C(N/N=C\c1cc([N+](=O)[O-])ccc1N1CCCC1)c1ccccn1	-2	-3	6	-2.4	-1	1	-1	0	3	16
CC(C)C(C)NC(=O)COc1ncnc2sccc12 (stereo not given)	-4	-1	1	0.1	-4	7	-4	4	0	-3
CCOC(Cn1c(SCC(=O)Nc2cc(C)on2)nc2ccccc2c1=O)OCC	-3	-5	0	-1.3	0	2	-12	1	-3	2
CC1CN(C)C(C)c2c1oc1ccc([N+](=O)[O-])cc21 (stereo not given)	3	-4	2	-0.4	-1	0	-1	5	-1	4
O=C(CCNS(=O)(=O)c1ccc(Br)s1)N1CCCCC1	3	-1	-2	-2.9	0	0	5	1	-3	1
COc1cccc(OCC(O)CN2CCN(c3ncccn3)CC2)c1 (stereo not given)	2	-6	3	-1.1	-1	-8	12	-1	0	-2

Reprinted from the part before: four compounds, then new ones.
SMILES	SIAE primary	rCAG RNA binder	TCR CD3 inh	PG9 binder	PRMT1 inh	ABHD4 inh	TDP2 absorb	LEDGF integ inh	HTRA1 inhibitor	Rev-erbA mod
CCOC(Cn1c(SCC(=O)Nc2cc(C)on2)nc2ccccc2c1=O)OCC	-3	-5	0	-1.3	0	2	-12	1	-3	2
CC1CN(C)C(C)c2c1oc1ccc([N+](=O)[O-])cc21 (stereo not given)	3	-4	2	-0.4	-1	0	-1	5	-1	4
O=C(CCNS(=O)(=O)c1ccc(Br)s1)N1CCCCC1	3	-1	-2	-2.9	0	0	5	1	-3	1
COc1cccc(OCC(O)CN2CCN(c3ncccn3)CC2)c1 (stereo not given)	2	-6	3	-1.1	-1	-8	12	-1	0	-2
CC(c1ccccc1)C1C(C#N)=C(N)SC(N)=C1C#N (stereo not given)	-2	0	1	-2.4	6	-1	-4	-4	-2	4
COc1ccc(NC(=O)c2cc(S(=O)(=O)N(Cc3ccccc3)c3ccccc3)ccc2Cl)cn1	-36	8	-1	-0.5	1	-35	7	-3	-68	8
CCN(CC)CCNC(=O)Cn1cnc2sc(C)c(S(=O)(=O)N3CCN(c4ccccc4OC)CC3)c2c1=O	6	-1	-5	-3.9	-1	-1	-2	-1	-5	-12
Cc1nn(C)c(Oc2cccc(C(F)(F)F)c2)c1C=O	-4	-4	3	-2.1	-4	0	-8	5	-4	-3
O=c1cc(CCc2ccccc2)[nH]c(=O)[nH]1	-5	2	-5	-1.5	-2	3	-4	1	nt	-8
O=C(c1cccs1)N1CCN(c2nc3c(F)cc(F)cc3s2)CC1	-6	-5	-1	0.8	-1	-3	0	0	-7	-4
O=c1[nH]c(/C=C/c2ccccc2Cl)c([N+](=O)[O-])c(=O)[nH]1	-6	7	-8	0.7	9	-9	-79	-2	3	-2
O=C(NCc1ccccc1Br)c1cccs1	-2	0	1	-0.6	-1	1	-2	-4	nt	15
O=C(Nc1ccc(N2C(=O)CCC2=O)cc1Cl)c1cccs1	-2	1	0	0.1	3	4	14	-6	1	0
CN1CCCCC(NC(=O)c2cccc(F)c2)C1=O (stereo not given)	-3	1	-3	0.9	-1	6	0	-4	nt	4
CCN1C(=O)S/C(=C\c2ccc(N3CCOCC3)cc2C)C1=O	11	-5	3	-1.6	-1	-7	5	0	2	12
COc1ccc(Cl)cc1NC(=O)CN(C)CC(=O)NC(C)c1ccccc1 (stereo not given)	-7	-3	-6	-0.7	1	0	-9	-6	-2	-8
CC(=O)c1c(C)[nH]c(C(=O)OC(C)C(=O)NC2CCCCC2)c1C (stereo not given)	5	1	3	-1.2	2	1	12	1	1	-4
CCN(CC)S(=O)(=O)c1ccc(NC(=O)c2cnc(C)cn2)cc1	4	-4	-2	-1.6	-3	-1	3	-1	2	1
Cc1cc(C(=O)N2CCCC(N3CCN(c4cccc(C(F)(F)F)c4)CC3)C2)c(C)o1 (stereo not given)	7	-9	-12	-0.1	1	5	4	-2	6	-3
O=C(CCn1c(=S)oc2ccccc21)Nc1cc([N+](=O)[O-])ccc1F	-6	-2	-1	0.4	5	0	3	2	12	3
O=C(CCN1C(=O)/C(=C/C=C/c2ccccc2)SC1=S)Nc1ccccn1	-7	9	-2	-0.2	-1	-3	-22	0	-16	-1
O=C(NCCc1ccc(Cl)cc1)c1cccnc1	4	-2	-10	3.2	0	-7	5	1	1	5
Cc1cnc(C(=O)OCC(=O)Nc2ccc(C)c(S(=O)(=O)N3CCOCC3)c2)cn1	-2	7	2	-0.4	1	3	-8	3	0	2
Cc1cc(C)cc(N(CC(=O)N2CCC(C)CC2)S(C)(=O)=O)c1	3	-3	-7	0.8	0	2	-21	1	3	2
CCCc1nnc(NC(=O)Cn2cnc3ccccc3c2=O)s1	-1	-2	-3	1.1	3	0	4	-4	-4	-4
CCN(CC)C(=N)N1c2ccccc2CCC1C (stereo not given)	4	-4	-5	-0.9	3	0	-10	-4	10	2
O=C(NCc1ccccc1)N1CCn2c(nc3ccccc32)C1	-4	2	0	1.4	-3	-10	-11	8	1	0
O=c1c(C(c2ccccc2)c2c(O)nc3n(c2=O)CCS3)c(O)nc2n1CCS2	3	6	6	-0.5	7	-7	6	2	4	0
O=C(Nc1ccn(CCCN2CCN(c3ncccn3)CC2)c(=O)n1)OCc1ccccc1	1	0	7	-1.4	-2	-1	6	0	2	1
COc1ccc(-n2nc(C(=O)NCC(=O)N3CCN(c4ccccc4F)CC3)c3ccccc3c2=O)cc1OC	0	5	5	1.4	3	9	3	1	-12	-5
N/C(Cc1cccs1)=N\OC(=O)COc1ccccc1Cl	0	-5	8	-0.5	-1	-8	16	-3	-13	2
CC(C)N1CCC(C)(C(=O)Nc2cc(-c3ccccc3)nn2C)C1 (stereo not given)	11	-1	-4	0.0	-2	-2	9	-1	nt	4
COC(=O)c1ccc(Cn2cnc3c(Cl)ncnc32)cc1	-2	1	-6	0.5	7	5	5	-1	4	3
COc1ccccc1/C=N/OC(=O)c1ccc(C)cc1	-4	-2	2	1.2	8	-3	-2	2	-17	2
COc1cc(/C=N/NC(=O)CCn2nnc3ccccc32)ccc1O	4	-4	3	-1.1	-1	6	8	-3	10	-2
O=S(=O)(NOCc1ccc(Cl)cc1)c1ccc(Cl)cc1	6	1	-3	-1.1	-4	-25	-1	10	-10	2
O=S(=O)(c1ccc(F)cc1)n1c(CN2CCOCC2)nc2ccccc21	1	4	nt	nt	1	-5	2	-2	nt	0
Cc1nn(C2CCCCC2)c(N)c1-c1ccccc1	4	0	5	-0.1	-1	3	-4	3	-5	3
O=C(NCCCl)Nc1ccc(Cl)c([N+](=O)[O-])c1	-5	4	-4	0.5	2	3	11	3	-1	-1
O=[N+]([O-])c1cccc(CN2CCN(c3cccc4[nH]ccc34)CC2)c1	20*	-1	1	-1.0	0	3	13	0	2	6
Nc1ncnc(Sc2ncccn2)c1[N+](=O)[O-]	-1	-5	5	-0.2	53*	-1	-13	2	0	0
COc1ccccc1C(=O)NCCC(=O)NC1=NCCS1	3	4	6	0.8	-1	5	0	-1	5	-3
CC1CC(NC(=O)c2cnc3n(c2=O)CCS3)CC(C)(C)C1 (stereo not given)	3	1	0	-0.6	2	-5	2	0	-3	3
Cc1cc(C)c(C(=O)/C=C/c2cccc3ccccc23)c(=O)[nH]1	-13	7	2	-0.7	-1	1	-8	-1	-22	-1
CCOCCCNC(=O)N[C@@H](Cc1ccccc1)C(=O)OC	1	-2	0	1.3	0	5	-5	-2	1	-3
CCc1nnc(NC(=O)c2c(O)c3c([nH]c2=O)CCCC3)s1	1	2	-4	4.1	1	1	0	-2	6	-3
CCOC(=O)c1ccc(Oc2c(C)oc3cc(OS(C)(=O)=O)ccc3c2=O)cc1	1	-2	1	-3.3	-1	-6	-13	3	-13	5
O=C1CC(Sc2ncn[nH]2)C(=O)N1c1ccccc1 (stereo not given)	1	6	4	0.7	60*	-4	-1	2	2	-2
O=C(NCc1ccco1)c1ccc(F)c(S(=O)(=O)N2CCCCC2)c1	2	-1	6	-2.7	-1	-2	-5	0	-2	6
CC(=O)Nc1ccc(S(=O)(=O)N(C)CC(=O)OC2CCCCC2=O)cc1 (stereo not given)	-4	1	0	-1.9	-2	-4	3	4	4	-4
CN(CCCNC(=O)c1ccc(N2CCCC2=O)cc1)c1ccccc1	7	0	2	-0.7	-5	-6	0	-3	0	-3

High-throughput results from PubChem.

A portion of the library; the hit share may differ from the screen's.
